P. falciparum M1AAP: P. falciparum M1AAP inhibitors, biochemical, fluorogenic H-Leu-NHMec substrate, 1536-well (AID 1445). actives 0.42% (n = 220,000). recombinant M1AAP, H-Leu-NHMec fluorogenic kinetic assay; higher % means a stronger effect. Aminopeptidase N (Plasmodium falciparum (isolate 3D7)). one-dose inhibition, % at 30 µM; IC50 in µM for titrated hits;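 active = primary inhibition above the hit cutoff, then over 50% inhibition at one or more dose response concentrations, cut at about 23% in these data, passing the limit was not always enough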;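 also: plate controls were DMSO full reaction for no effect and no enzyme background for full effect; strong numbers were not always called active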
human PMI inhibition: inhibitors of human PMI, primary screen, biochemical, fluorescence intensity, coupled assay (AID 1209); Mannose-6-phosphate isomerase (Homo sapiens); purified PMI enzyme, coupled fluorescence intensity; higher % means a stronger effect; inhibition, % at 20 µM; hits with a dose series show IC50 in µM; actives 0.42% (n = 190,000);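 also: plate controls were DMSO vehicle for no effect and wells lacking substrate for full effect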
UTI89 phage lysis: inhibition of K1F phage lysis, E. coli UTI89, bacterial capsule biogenesis inhibitors, alamar blue (AID 488966) | actives 0.02% (n = 340,000) | E. coli UTI89 K1F phage lysis, alamar blue, 2 h; higher % means a stronger effect | one-dose inhibition, % at 100 µM; IC50 in µM for titrated hits;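 active = phage lysis inhibition, versus mean bacterial control, above a set limit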;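 also: capsule biogenesis inhibitors block K1F phage lysis so surviving cells raise fluorescence; higher fluorescence means more inhibition of phage lysis; actives were called in the ten point dose series up to 300 µM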
TNAP activators: human TNAP enzyme activators, primary screen, biochemical, luminescent, no phosphate acceptor, uHTS (AID 1001); actives 0.03% (n = 200,000); activation fold at 20 µM, or EC50 in µM where a hit was titrated; purified TNAP, luminescent activation assay, no phosphate acceptor; higher activation fold means a stronger effect; Alkaline phosphatase, tissue-nonspecific isozyme (Homo sapiens); in the data active = activation fold from about 3, or a potency from the dose series; inactive = the rest, 99 in 100 with activation fold below about 1.6; also: many of its hits are not listed in these tables
human PMI inhibitors: human PMI inhibitors, high substrate, primary screen, biochemical, fluorescence intensity, high mannose 6-phosphate (AID 1220) | Mannose-6-phosphate isomerase (Homo sapiens) | recombinant PMI enzyme, coupled fluorescence intensity; higher % means a stronger effect | inhibition, % at 20 µM, or IC50 in µM where a hit was titrated | actives 0.66% (n = 190,000)
SIAH1 antagonists: Siah-1 peptide-binding antagonists, primary screen, biochemical, fluorescence polarization, rhodamine-plectin, uHTS (AID 1817). E3 ubiquitin-protein ligase SIAH1 (Homo sapiens). actives 0.02% (n = 290,000). one-dose displacement, % at 20 µM; IC50 in µM for titrated hits. Siah-1 / rhodamine-plectin peptide fluorescence polarization; higher % means a stronger effect;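 active = displacement of at least 50% at 20 µM, with a fluorescence ratio check between 0.3 and a set limit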;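 also: plate controls were Siah plus tracer with DMSO for no effect and tracer alone without Siah for full effect; strong numbers were not always called active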
Lipid droplet: inhibitors of hepatocyte lipid droplet formation, primary screen, imaging, high-throughput imaging, BODIPY stain; inhibition, % at 6.5 µM; AML12 mouse hepatocytes, oleate lipid droplets; AID 1656, 2009; actives 0.4% (n = 240,000);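 active = lipid droplet intensity inhibited by at least 50%, with more than 500 cells counted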
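material = mouse AML12 hepatocyte cell line, fixed after treatment | also added = 100 µM oleic acid challenge | doses = compound at 6.5 µM only | schedule = overnight exposure | technique = Image-based BODIPY and DAPI two-channel analysis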
XIAP displacement: XIAP antagonists, biochemical, IAP family, fluorescence polarization (AID 1018). actives 0.007% (n = 200,000). displacement, % at 20 µM; hits with a dose series show IC50 in µM. XIAP BIR domain, fluorescence polarization peptide displacement; higher % means a stronger effect; in the data active = displacement above about 50%; also: a part of the inactive calls stands beside numbers as strong as those of hits
P. falciparum M17LAP: P. falciparum M17LAP inhibitors, primary screen, biochemical, fluorogenic H-Leu-NHMec substrate, 1536-well (AID 1619). Leucine aminopeptidase (Plasmodium falciparum (isolate 3D7)). recombinant M17LAP, H-Leu-NHMec fluorogenic kinetic assay; higher % means a stronger effect. inhibition, % at 30 µM, or IC50 in µM where a hit was titrated. actives 0.38% (n = 220,000);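 active = compound inhibiting the enzyme by more than half at any dose during confirmatory dose-response retesting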;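 also: plate controls were full reaction with DMSO carrier for no effect and no enzyme background for full effect; strong numbers were not always called active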
Lipid droplet cells 6.5 µM: recorded beside Lipid droplet, whose call it bears; cell count; measured here: cell count, cytotoxicity flag;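 cells counted across two imaged fields per well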
Starred values were filed as active, the others as inactive; · = no result given; [ ] = dose if it differs, or a comment. Rule as the data show it, unless noted: active = inhibition above about 50%; inactive = the rest.

entry	molecule	P. falciparum M1AAP	human PMI inhibition	UTI89 phage lysis	TNAP activators	human PMI inhibitors	SIAH1 antagonists	Lipid droplet	Lipid droplet cells 6.5 µM	XIAP displacement	P. falciparum M17LAP
1	COc1ccc(OC)c(NC(=O)CCNS(=O)(=O)c2ccc3c(c2)oc(=O)n3C)c1	2%	-4%	1.4%[50 µM]	1.1	8%	-4%	7	721	-4.4%	10%
2	NC(N)=N/N=C/c1ccc(OCc2ccc(Cl)cc2Cl)cc1	10%	-11%	-7.2%	1.1	-15%	-2%	·	·	-2.4%	-8%
3	CCOC(=O)C(C)Oc1cc(Cl)c(C=O)cc1OC (stereo not given)	11%	3%	-0.1%	1.1	0%	-2%	15	666	-2.3%	-5%
4	Cc1ccccc1C(=O)c1cccn1CC(=O)NCCCN1CCc2ccccc2C1	2%	-6%	0.1%	1.3	2%	-7%	3	705	-7.4%	2%
5	Cc1ccc(NC(=O)C2CC(=O)N(Cc3ccco3)C2)cc1 (stereo not given)	4%	·	0.2%	·	·	3%	-24	667	·	3%
6	Cn1c(NC(=O)C[n+]2cc(-c3ccc(Cl)c(Cl)c3)n3c2CCC3)cc(=O)n(C)c1=O	-1%	-14%	6.2%	1.1	-9%	-2%	3	593	-7.4%	-22%
7	COc1c(C)cccc1C(=O)Nc1cc(Cl)ccc1N1CCOCC1	0%	23%	0.1%	1.1	17%	4%	-9	697	-5.2%	-9%
8	CC(=O)NC(=S)Nc1cccc2ccc(C)nc12	8%	·	-0.2%	·	·	0%	-15	714	·	-2%
9	Cn1nnc(NC(=O)COc2ccc(C3CCCCC3)cc2)n1	2%	7%	3.2%	1.1	5%	2%	0	712	0.2%	-4%
10	CCNC(=O)NC(=O)C(C)OC(=O)c1cc(S(=O)(=O)N2CCCCCC2)ccc1OC (stereo not given)	7%	8%	-0.7%	0.9	-4%	-1%	-12	737	-6.5%	6%
11	COC(=O)c1cccc(C(=O)N2CCC(CO)(Cc3ccccc3Cl)CC2)c1	-1%	6%	0.1%	1	-3%	4%	-3	761	-2.9%	0%
12	CC(=O)N1CCN(S(=O)(=O)c2ccc(C)c([N+](=O)[O-])c2)C1C(C)C (stereo not given)	4%	-5%	0.1%	1.1	-3%	8%	-14	767	0.1%	17%
13	C/C(=N\Nc1ccc(Cl)cc1)c1c(O)cc(C)oc1=O	0%	-74%	·	1.1	-155%	7%	·	·	-4.9%	5%
14	S=C(NCC1CCCCC1)Nc1ccc(Oc2ccccc2)cc1	1%	-2%	4.8%	1.6	3%	0%	-2	652	-2.2%	3%
15	O=[N+]([O-])C1=CC=C2C(=NC3(CCCCC3)N2O)C1=NCCc1ccccc1	-2%	63%*	-0.1%	0.9	·	-8%	19	766	9.9%	3%
16	COC(=O)c1ccc(CO/N=C(\NC(C)=O)c2nonc2NC(C)=O)cc1	-4%	0%	1.5%[50 µM]	1.1	-8%	3%	12	611	-4.6%	-1%
17	C#CCN(Cc1ccco1)C(=O)c1cc(COc2ccc(F)cc2Cl)on1	1%	·	-0.3%	1.1	·	2%	-17	624	2.7%	-3%
18	O=C(N/N=C/c1ccc2nccnc2c1)c1ccncc1	6%	·	-0.4%	·	·	-2%	-20	764	·	8%
19	COc1ccc(/C=N/NC(=O)CN2CCCCCCC2)c(C)c1C	5%	·	0.3%	·	·	6%	15	714	·	6%
20	COC(=O)C(C(=O)OC)N1C(=O)CCC1=O	-1%	8%	2.5%	1.2	4%	3%	18	670	-1.5%	-6%
21	CCCCC(=O)Nc1ccc2c(c1)OCCO2	2%	7%	2.5%	1.1	5%	-6%	18	680	-6.9%	24%
22	C(=C\c1ccccc1)/CN1CCN(Cc2ccc3c(c2)OCCO3)CC1	-2%	2%	·	1	-12%	-3%	1	719	-7.6%	6%
23	COC(=O)c1cccn(CC(=O)c2ccc(Cl)cc2Cl)c1=O	7%	3%	0.4%	1	7%	2%	-6	691	-2.3%	2%
24	CCOC(=O)C(=CNc1cc(OC)ccc1-n1cccc1)C(=O)OCC	6%	·	1.8%	·	·	2%	-3	678	·	6%
25	O=S(=O)(/C=C/c1ccccc1)Nc1ccc(F)cc1	-2%	3%	-0.5%	1.1	5%	-2%	-17	691	-5.6%	3%
26	O=C(c1ccc([N+](=O)[O-])c(CS(=O)(=O)c2ccc(Cl)cc2)c1)N1CCCC1	3%	-16%	-0.8%	1	-5%	1%	4	710	-3.5%	-16%
27	Cc1cc(C)nc(N/N=C/c2cc(Br)ccc2O)n1	18%	·	0.7%	·	·	-3%	-5	728	·	16%
28	Cc1ccn2cc(CCNC(=O)c3ccc(Br)o3)nc2c1	8%	1%	-1.2%	1.1	-1%	3%	-12	675	-3.4%	9%
29	Cc1cc(NC(=O)Cn2nc(C(F)(F)F)c3c2CCC3)n(-c2ccccc2)n1	2%	8%	0.0%	1.1	10%	-3%	·	·	3.6%	3%
30	CCCCC1=NN(C(=O)c2cccnc2)C(O)(C(F)(F)F)C1 (stereo not given)	1%	·	·	·	·	3%	3	726	·	-8%
31	COc1cccc(C(=O)O/N=C2\CCS(=O)(=O)c3sccc32)c1	4%	10%	-0.2%	1	13%	1%	-12	569	-4.8%	1%
32	Nc1nnnn1/N=C/c1cccc(OCc2ccccc2Cl)c1	3%	2%	0.0%	1	-3%	4%	-5	797	-4.1%	1%
33	COCCn1nnnc1CN(CCc1ccc(OC)c(OC)c1)Cc1cc2ccc(C)cc2[nH]c1=O	5%	-40%	-0.3%	1	-44%	-1%	·	·	-2.6%	12%
34	CS(=O)(=O)N(CC(N)=O)c1ccc(F)c(Cl)c1	4%	16%	1.8%[50 µM]	1.1	16%	-1%	6	594	-6.3%	-5%
35	O=C(Nc1nc(-c2ccccc2)cs1)c1ccco1	4%	·	0.3%	·	·	-10%	-6	744	·	0%
36	Cc1ccccc1NCCNc1ccccc1C	2%	-1%	3.6%	1.2	1%	4%	-1	746	-0.5%	3%
37	Cc1cc(=O)oc(C)c1C(=O)NCCCN1CCN(c2ccc(F)cc2)CC1	2%	6%	4.3%	1.1	12%	2%	·	·	-6.7%	-1%
38	CCOc1ccc(NC(=O)c2cc3cc4ccc(C)cc4nc3o2)cc1	2%	0%	·	1.1	-3%	12%	-8	731	-1.1%	3%
39	CC(=O)N1CCN(CC(=O)Nc2c(Cl)cccc2Cl)CC1	-1%	1%	-0.2%	1.1	-19%	2%	·	·	-4.9%	12%
40	OC(COc1cccc2ccccc12)CN1CCN(c2ccccc2)CC1 (stereo not given)	-6%	·	0.1%	·	·	-2%	11	712	·	-10%

One compound at a time, as listed above. Order of values: P. falciparum M1AAP, human PMI inhibition, UTI89 phage lysis, TNAP activators, human PMI inhibitors, SIAH1 antagonists, Lipid droplet, Lipid droplet cells 6.5 µM, XIAP displacement, P. falciparum M17LAP
Profile of `CS(=O)(=O)N(CC(N)=O)c1ccc(F)c(Cl)c1` → 4%, 16%, 1.8%[50 µM], 1.1, 16%, -1%, 6, 594, -6.3%, -5%
Profile of `O=C(Nc1nc(-c2ccccc2)cs1)c1ccco1` → 4%, ·, 0.3%, ·, ·, -10%, -6, 744, ·, 0%
Profile of `OC(COc1cccc2ccccc12)CN1CCN(c2ccccc2)CC1` (stereo not given) → -6%, ·, 0.1%, ·, ·, -2%, 11, 712, ·, -10%
Profile of `COCCn1nnnc1CN(CCc1ccc(OC)c(OC)c1)Cc1cc2ccc(C)cc2[nH]c1=O` → 5%, -40%, -0.3%, 1, -44%, -1%, ·, ·, -2.6%, 12%
Profile of `Nc1nnnn1/N=C/c1cccc(OCc2ccccc2Cl)c1` → 3%, 2%, 0.0%, 1, -3%, 4%, -5, 797, -4.1%, 1%

New compounds follow.
entry	molecule	P. falciparum M1AAP	human PMI inhibition	UTI89 phage lysis	TNAP activators	human PMI inhibitors	SIAH1 antagonists	Lipid droplet	Lipid droplet cells 6.5 µM	XIAP displacement	P. falciparum M17LAP
41	COc1ccc(C(=O)Nc2ccc(OC)c([N+](=O)[O-])c2)cc1Br	3%	12%	-0.2%	1.1	4%	-1%	-2	698	-2.2%	1%
42	Cc1cc(=O)oc2cc(Oc3ncccn3)ccc12	2%	5%	3.7%	1.2	3%	6%	16	700	-4.1%	-2%
43	Cc1cccc(CN2CCN(C(c3ccccc3)c3ccc(Cl)cc3)CC2)c1 (stereo not given)	5%	-15%	4.8%	1.1	-13%	2%	1	653	-4.0%	-12%
44	CCNC(=S)N1CCN(S(=O)(=O)c2cccc(C(F)(F)F)c2)CC1	-4%	-5%	1.3%	1.1	-11%	12%	5	665	1.0%	-4%
45	Cn1nc(-c2ccc(C(=O)NCC3CCCO3)cc2)c2ccccc2c1=O (stereo not given)	·	-12%	0.4%	1.1	-8%	-2%	·	·	-5.8%	·
46	COc1ccc(-n2c(=O)cc(N3CCN(c4ccccc4OC)CC3)[nH]c2=O)cc1	2%	5%	1.2%	1.1	6%	-4%	-1	734	-5.4%	-1%
47	CC(C)(C)c1cc(NCc2ccccn2)n2ncc(-c3ccc(Cl)cc3)c2n1	2%	·	-0.4%	·	·	-4%	14	803	·	-1%
48	Cc1sc(NC(=O)CN(Cc2ccccc2)C(=O)C2CC2)c(C(N)=O)c1C	-3%	6%	0.1%	1.1	0%	3%	-2	646	-0.6%	0%
49	COc1cccc(NC(=S)N(CCN(C)C)C(C)c2ccncc2)c1 (stereo not given)	-2%	·	0.4%	·	·	12%	-7	687	·	-9%
